Pemphigus Ab inh – human desmoglein-3 autoantibody binding inhibition; P32926; DSG3-coupled beads, scFv-anti-DSG3-GFP binding, flow cytometry; stronger effect = lower value; binding (percent of control), % at 10 µM; 310,000 compounds, 0.48% hits;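 active = binding more than 3 SD below its plate's average and above zero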;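 also: hits lower antibody fragment binding to DSG3; some compounds called inactive have numbers as strong as hits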
PKA-R1A activ – PKA-R1A complex activation. P00514+P68181. PKA-R1A dissociation, Cy5-IP20 fluorescence polarization; scaled: DMSO 0%, 113 µM cGMP 100%. activation, % at 11.4 µM. 340,000 compounds, 0.083% hits;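 active = percent activation above the mean of all tested compounds plus 3 SD, cut at about 19% in these data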;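 also: higher means more PKAc released from R1A so a rise in polarization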
MOR-DOR ag – agonists of human mu-delta opioid receptor heterodimerization. P35372+P41143. cells, OPRM1-OPRD1 heterodimerization, luminescence. activation, % at 9.3 µM. 340,000 compounds, 0.3% hits; in the data active = activation above about 18%;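 also: 0% = vehicle-treated cells and 100% = reference agonist; values of inactives mirror those of a sister screen read the other way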
PKA-R2B activ – activators of human PKA-R2B complex. P22694+P31323. PKA-R2B holoenzyme dissociation, Cy5-IP20 fluorescence polarization; R2B truncated from residue 108, S112A mutant; 0% DMSO only, 100% 113 µM cGMP. activation, % at 11.4 µM. 340,000 compounds, 0.079% hits;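 active = activation above a cutoff set at the mean over all compounds plus 3 SD, cut at about 18% in these data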;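 also: higher means more holoenzyme dissociation and a rise in polarization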
HTR5A inv ctr – counter-screen for OPRM1-OPRD1 inverse agonists: human HTR5A inverse agonism. P47898. inhibition, % at 9.3 µM. 340,000 compounds, 0.083% hits. HTR5A cell line, luminescence; in the data active = inhibition mostly above about 23%, no sharp cut-off; inactive = mostly below about 18%;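 also: 0% = cells with DMSO and 100% = no-cell wells with DMSO; some compounds called inactive have numbers as strong as hits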
Target sequence (P47898 whole entry, looked up): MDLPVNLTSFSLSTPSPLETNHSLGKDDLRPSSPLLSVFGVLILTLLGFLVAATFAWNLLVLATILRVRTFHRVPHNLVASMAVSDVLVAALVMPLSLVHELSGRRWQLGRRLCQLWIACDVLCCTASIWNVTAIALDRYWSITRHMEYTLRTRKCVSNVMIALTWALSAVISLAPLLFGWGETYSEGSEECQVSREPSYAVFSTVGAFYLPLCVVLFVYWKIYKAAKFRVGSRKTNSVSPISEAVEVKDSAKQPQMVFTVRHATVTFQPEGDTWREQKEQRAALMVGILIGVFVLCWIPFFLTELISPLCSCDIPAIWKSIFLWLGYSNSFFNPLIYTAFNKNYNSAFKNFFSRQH
DAGLB inh – diacylglycerol lipase beta (human) inhibition. Q8NCG7. 340,000 compounds, 0.059% hits. inhibition, % at 5.17 µM. HEK293T DAGLB membrane lysate, EnzChek fluorogenic substrate. AID 504411; in the data active = inhibition above about 34%;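 also: 0% = enzyme with vehicle and 100% = wells lacking enzyme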
Target sequence (Q8NCG7 whole entry, looked up): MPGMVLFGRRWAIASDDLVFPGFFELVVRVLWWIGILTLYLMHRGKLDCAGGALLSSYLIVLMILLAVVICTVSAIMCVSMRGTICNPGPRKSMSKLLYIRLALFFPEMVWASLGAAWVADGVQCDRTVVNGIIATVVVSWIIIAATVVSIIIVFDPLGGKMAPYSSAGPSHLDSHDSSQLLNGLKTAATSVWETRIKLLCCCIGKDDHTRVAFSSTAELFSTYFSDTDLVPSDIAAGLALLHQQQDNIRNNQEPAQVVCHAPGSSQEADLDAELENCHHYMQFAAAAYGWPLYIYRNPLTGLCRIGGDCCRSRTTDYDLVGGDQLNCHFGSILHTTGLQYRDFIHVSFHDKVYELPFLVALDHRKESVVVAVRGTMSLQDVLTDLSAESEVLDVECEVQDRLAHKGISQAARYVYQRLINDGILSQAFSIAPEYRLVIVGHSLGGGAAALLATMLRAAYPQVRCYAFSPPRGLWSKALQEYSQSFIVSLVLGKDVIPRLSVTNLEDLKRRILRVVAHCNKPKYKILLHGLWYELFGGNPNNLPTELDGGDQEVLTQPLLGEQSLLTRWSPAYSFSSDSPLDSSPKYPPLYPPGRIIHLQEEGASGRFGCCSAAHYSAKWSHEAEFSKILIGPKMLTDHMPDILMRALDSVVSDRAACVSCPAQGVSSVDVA
Arr AP2 block – inhibitors of human beta-arrestin and AP2 interaction | FITC-arrestin peptide / GST-AP2 beads, flow cytometry; AP2 beta2 appendage carries R879A mutation | inhibition, % at 10 µM | 340,000 compounds, 0.31% hits | AID 504490;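 active = inhibition above a set limit, near 3 SD of compounds lacking own fluorescence, cut at about 54% in these data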;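 also: plate controls were DMSO wells for no effect and 5 µM unlabelled arrestin peptide for full effect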
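System: GST-AP2 R879A bound to glutathione beads, E. coli-expressed. Also added: 50 nM FITC-arrestin peptide. Schedule: compound with beads 12 min RT, then probe 1 h RT. Signal: bead flow cytometry, FITC channel. Read-out basis: percent response.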
V-ATPase pH – alters yeast V-ATPase proton transport; 350,000 compounds, 0.37% hits; S. cerevisiae, pHLuorin cytosolic pH fluorescence; response, % at 10 µM; in the data active = response mostly above about 7.3%, no sharp cut-off; inactive = mostly below about 5.4%; also: actives read high; inactives centre near 0; some compounds called inactive have numbers as strong as hits; reference of the scale not given here
MOR-DOR inv ag – inverse agonist of human OPRM1-OPRD1 heterodimerization | 340,000 compounds, 0.21% hits | cell-based MOR-DOR heterodimer luminescence, inverse agonism | inhibition, % at 9.3 µM | AID 504357; in the data active = inhibition above about 22%, passing the limit was not always enough;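 also: 0% = cells with DMSO and 100% = wells without cells with DMSO; values of inactives mirror those of a sister screen read the other way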
HTR5A ag ctr – counter-screen for OPRM1-OPRD1 agonists: human HTR5A agonism; P47898; HTR5A agonist assay, luminescence, cell-based; activation, % at 9.3 µM; 340,000 compounds, 0.61% hits; AID 504692; in the data active = activation mostly above about 9.5%, no sharp cut-off; inactive = mostly below about 7.6%;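 also: 0% = cells with vehicle only and 100% = reference agonist; strong numbers were not always called active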
Active calls of the source: *; / = no result given.

SMILES	Pemphigus Ab inh	PKA-R1A activ	MOR-DOR ag	PKA-R2B activ	HTR5A inv ctr	DAGLB inh	Arr AP2 block	V-ATPase pH	MOR-DOR inv ag	HTR5A ag ctr
CCOc1ccccc1C(=O)OC(C)C(=O)Nc1ccc(S(=O)(=O)N2CCCC2)cc1 (stereo unspecified)	107.8	9.8	1.1	-4.3	6.1	-0.6	50.6	-2.5	-4.4	-2.2
Cc1cc(O)c(-c2n[nH]c3c2C(c2cccc(O)c2)N(Cc2cccnc2)C3=O)cc1Cl (stereo unspecified)	99.5	-6.4	-3.7	-6.2	-7.5	7.7	5.6	6.0	18.6	5.8
COc1cccc(NC(=O)CCC(=O)N2CC(C)Oc3ccc(C)cc32)c1 (stereo unspecified)	99.2	2.0	0.2	7.5	9.0	-0.4	4.1	-3.4	-1.1	-3.0
Cc1nc2sccn2c(=O)c1S(=O)(=O)Nc1ccc(N2CCN(S(C)(=O)=O)CC2)cc1	/	0.9	1.4	4.6	6.5	0.7	-6.7	-4.2	-8.7	-1.2
COc1cccc(C(=O)NCC(c2ccc3c(c2)OCO3)N2CCN(c3ccc(F)cc3)CC2)c1 (stereo unspecified)	100.8	2.2	3.9	-9.6	-5.3	3.6	21.4	1.2	-24.9	1.8
CC12CCC(C(=O)N(NC(=O)c3cccnc3)C1=O)C2(C)C (stereo unspecified)	125.6	-9.7	-1.9	3.4	-29.9	2.7	-15.3	2.1	10.7	1.7
COc1ccc(-n2nc3cc(N)c(Br)cc3n2)cc1	115.0	-3.8	4.5	-5.2	-9.6	-0.9	-6.6	2.2	-22.4	2.6
Nc1nc2ncc(-c3ccsc3)c(N)n2n1	92.4	-3.7	-2.6	-1.2	-4.0	-2.8	33.6	0.4	14.7	1.4
COc1ccc(OCc2cc(C(=O)NCc3cccc(C)n3)no2)c(Cl)c1	/	6.2	-1.1	-5.4	-15.2	-1.0	9.5	-2.9	6.0	5.3
CC1CCCN(C(c2ccccc2)c2sc3ncnn3c2O)C1 (stereo unspecified)	93.6	0.8	-1.2	-0.8	-25.3	2.2	5.4	-3.1	7.3	-3.6
CC(=O)N/N=C(\C)C1COc2ccccc2O1 (stereo unspecified)	106.0	-4.0	1.2	2.5	-3.5	-3.0	12.2	-2.7	-6.0	5.8
S=c1[nH]nc(-c2ccco2)n1C1CCCCC1	/	-4.8	0.0	-1.8	10.9	2.8	3.2	8.3	0.1	-3.8
COc1ccc(-c2nn(-c3ccccc3)cc2/C=N/NC(N)=S)cc1OC	115.7	-10.1	1.8	3.3	-14.3	0.6	-11.2	3.3	-9.8	6.3
COc1ccccc1NC(=O)Cn1nnc(C(=O)Nc2ccccc2)c1N	85.7	-10.5	1.7	-18.4	3.6	2.7	0.6	-5.2	-10.3	5.4
COc1ccc2nc(NC(=O)CCNS(=O)(=O)c3ccc4c(c3)oc(=O)n4C)sc2c1	99.3	2.4	-0.8	2.8	23.5	3.0	5.9	3.7	4.4	1.1
Cc1c(C(=O)N2CCN(Cc3ccccc3)CC2)oc2c1C(=O)CCC2	91.8	-1.4	-1.9	-1.0	4.8	-3.2	4.1	-0.2	9.8	-1.2
CCN1CCN(c2ccc(S(=O)(=O)N3CCCCC3)cc2NC(=O)Cc2ccc(OC)cc2)CC1	106.9	-1.9	-1.9	-5.2	0.2	-0.7	-11.1	0.8	13.2	-1.6
CCCN1CCN(CCCNC(=O)C2CCN(c3nnc(-n4c(C)ccc4C)s3)CC2)CC1	/	4.9	-1.9	-2.8	-13.9	1.9	7.0	3.4	10.3	2.2
O=c1nc2ccccn2c2ccc(S(=O)(=O)N3CCCCC3)cc12	104.7	-3.8	-2.7	-9.1	-13.4	-2.9	23.4	-4.8	14.4	5.0
CC(C)CNc1nc(N)c([N+](=O)[O-])c(NCC2CCCO2)n1 (stereo unspecified)	114.7	-9.6	-0.3	-1.2	-5.4	1.3	3.3	0.2	1.7	2.5

Exported with two lines to a compound: 4 of the compounds above.
Below each compound: Pemphigus Ab inh | PKA-R1A activ | MOR-DOR ag | PKA-R2B activ | HTR5A inv ctr | DAGLB inh | Arr AP2 block | V-ATPase pH | MOR-DOR inv ag | HTR5A ag ctr
CC1CCCN(C(c2ccccc2)c2sc3ncnn3c2O)C1 (stereo unspecified)
    93.6 | 0.8 | -1.2 | -0.8 | -25.3 | 2.2 | 5.4 | -3.1 | 7.3 | -3.6
CC(=O)N/N=C(\C)C1COc2ccccc2O1 (stereo unspecified)
    106.0 | -4.0 | 1.2 | 2.5 | -3.5 | -3.0 | 12.2 | -2.7 | -6.0 | 5.8
S=c1[nH]nc(-c2ccco2)n1C1CCCCC1
    / | -4.8 | 0.0 | -1.8 | 10.9 | 2.8 | 3.2 | 8.3 | 0.1 | -3.8
COc1ccc(-c2nn(-c3ccccc3)cc2/C=N/NC(N)=S)cc1OC
    115.7 | -10.1 | 1.8 | 3.3 | -14.3 | 0.6 | -11.2 | 3.3 | -9.8 | 6.3

(next part)
SMILES	Pemphigus Ab inh	PKA-R1A activ	MOR-DOR ag	PKA-R2B activ	HTR5A inv ctr	DAGLB inh	Arr AP2 block	V-ATPase pH	MOR-DOR inv ag	HTR5A ag ctr
Cc1ccc(SCC(=O)N/N=C/c2ccco2)cc1	114.6	5.1	-2.4	-0.8	14.8	-2.2	30.3	-0.9	12.0	-3.9
N#Cc1nc(-c2ccc(OCc3ccc(Cl)cc3)cc2)oc1NCc1cccnc1	103.7	-13.9	1.2	14.0	-31.2	-1.1	16.4	-0.8	-7.0	0.7
CC(C)N(Cc1nc(-c2ccccc2)no1)C(=O)CSc1ccccc1	98.3	-14.2	-2.5	-9.3	-7.7	-3.1	5.2	-0.9	13.2	-2.8
CC(C)CCn1cnc2c(NCc3ccccc3)ncnc21	97.2	-4.8	-1.5	-6.1	-3.9	-0.8	6.7	3.1	7.0	2.4
Cc1ccccc1NC(=O)CCC(=O)N/N=C/c1cccnc1	97.8	-14.6	-2.1	3.8	19.9	0.6	-6.8	-1.5	10.9	0.3
O=C(Nc1cccc(O)c1)C1CC(c2ccc(Cl)cc2)=NO1 (stereo unspecified)	98.3	-0.3	-2.0	5.4	-10.6	-1.9	-17.3	-0.4	9.2	2.9
O=C1CC(C2CCCO2)C(=O)N1Cc1ccccc1 (stereo unspecified)	/	-15.4	-2.6	-10.1	5.7	-6.0	5.6	1.7	11.1	-2.3
Cc1ccc(NC(=O)CN(C)C(=O)c2cn(Cc3ccccc3)nc2-c2cccnc2)cc1	93.4	-1.3	-3.7	-2.1	-9.1	-0.3	3.1	4.0	20.1	-4.7
C=CCOc1nc2c(c(=O)n(C)c(=O)n2C)n1C	102.1	5.4	-3.8	1.9	10.9	0.8	-9.8	1.1	21.3	0.6
Cc1cc(NC(=O)CSc2nnc(-c3ccccc3Cl)o2)no1	103.7	3.0	-1.3	3.7	-14.2	-1.0	25.2	-3.0	6.8	3.0
O=C(Oc1ccc(/C=N/O)cc1)c1ccccc1Cl	104.0	-3.2	2.9	2.8	18.9	-3.7	/	-0.3	-19.8	-2.6
CN(C(=O)c1cccc(NC(=O)Cc2cccc(NC(=O)C3CCN(S(=O)(=O)c4cccc([N+](=O)[O-])c4)CC3)c2)c1)C1CC1	107.8	12.7	1.8	-8.1	0.0	-0.8	4.5	0.6	-8.5	0.0
Cc1noc(N)c1C(=O)Nc1ccc(F)cc1	91.5	4.7	-2.5	2.8	11.3	0.9	-3.3	3.5	10.9	-5.1
O=C(Cc1ccsc1)N1CCN(S(=O)(=O)c2cccc(F)c2)CC1	98.1	-1.3	-0.2	8.4	11.3	-0.1	-7.4	1.9	1.2	-3.7
NC(=O)CC1SC(N)=NC1=O (stereo unspecified)	98.8	-6.7	-3.0	-6.8	3.2	-1.7	6.2	2.6	16.5	-0.9
COC(=O)c1cc(S(=O)(=O)NCc2ccc(F)cc2)cn1C	103.5	6.5	0.9	3.6	3.7	-2.8	2.6	-1.6	-4.5	-1.4
Cc1ccc(-c2ccc(=O)n(CC(=O)NCC3COCCO3)n2)cc1 (stereo unspecified)	98.1	3.2	0.1	0.5	18.6	2.7	1.3	4.4	-0.4	-0.1
Cc1cccc2cc(C#N)c(SCC(=O)N3CC(=O)Nc4ccccc43)nc12	101.2	-0.4	-1.8	-3.0	-3.2	4.7	37.5	-3.5	8.3	1.0
COc1cc(C#N)ccc1OCC(=O)Nc1ccc(C)c(S(=O)(=O)N2CCOCC2)c1	102.1	-16.9	-2.3	-1.2	-25.7	-0.4	-0.1	-3.2	12.4	2.8
COC(C[C@H]1O[C@@H]1[C@@H](O)COCc1ccccc1)OC	95.8	2.3	-2.7	-14.7	-7.7	-4.1	-5.2	6.4	14.4	0.2
CC(=O)C1=C(O)C(=O)N(Cc2ccco2)C1c1ccc(F)cc1 (stereo unspecified)	105.3	-21.0	-2.9	-7.8	6.9	2.5	3.1	1.1	16.1	0.2
Cc1cc(C)c2nc(-c3ccccn3)cc(C(=O)NCc3cc(C)n(C)n3)c2c1	107.6	-3.0	-2.6	4.5	-57.4	-0.4	-2.4	2.9	12.7	-1.4
O=C(Nc1ccc(-c2csc(Nc3cccc(C(F)(F)F)c3)n2)cc1)c1ccccc1	105.0	-9.1	0.2	-5.7	-24.1	1.7	-3.5	-0.2	-1.0	10.1
CC(=O)Nc1ccccc1OCC(=O)NCCc1ccc(Cl)cc1Cl	95.2	-3.1	0.0	1.7	13.6	0.7	-0.5	2.0	0.0	3.0
Cc1ccc(S(=O)(=O)Nc2nc3n(n2)C(c2ccc(Cl)cc2)CC(=O)N3)cc1 (stereo unspecified)	98.1	7.2	-1.2	2.0	0.0	3.0	-6.0	-0.1	6.0	0.0
CCOC(=O)CN1C(=O)CCSc2ccc(Cl)cc21	101.7	0.6	-1.4	-7.6	1.3	-0.1	-0.1	-0.9	7.8	1.4
COCCNC(=S)N/N=C(\C)c1ccccc1F	102.8	-9.5	-1.6	-19.0	4.2	-3.2	-4.2	-0.4	8.6	-2.1
COCC(=O)N(C)CC1CCCN(CCc2ccccc2OC)C1 (stereo unspecified)	106.9	-3.1	-2.9	-13.7	-4.7	0.4	-0.1	5.4	13.8	1.3
COc1ccc(NC(=O)C(OC(=O)c2ccc([N+](=O)[O-])o2)c2ccccc2)cc1Cl (stereo unspecified)	87.2	-7.0	13.4	-8.0	-1.9	-5.0	16.1	3.3	-83.5	5.4
O=C(NCCCn1ccnc1)C1CC(c2cccc(Br)c2)=NO1 (stereo unspecified)	96.7	-0.6	-2.2	-6.0	6.5	3.9	-8.2	-2.9	12.3	7.6
COc1ccc(Nc2cc(C)nc3ccc(OC)cc23)cc1	118.2	3.1	-0.6	-2.2	4.2	-0.1	8.1	0.0	3.0	-1.1
O=C(c1cc(C2CC2)on1)N1CCN(C(c2ccccc2)c2ccccc2)CC1	109.6	9.8	-2.8	0.8	4.5	-0.7	31.3	0.4	14.1	-1.6

Copied from the list.
Reading of `Nc1nc2ncc(-c3ccsc3)c(N)n2n1` under MOR-DOR inv ag: 14.7
Reading of `Cc1cccc2cc(C#N)c(SCC(=O)N3CC(=O)Nc4ccccc43)nc12` under PKA-R2B activ: -3.0

Compound activity as filed in PubChem BioAssay.
